# Screening results (PubChem BioAssay)
# FBW7 act: human FBW7 E3 ligase activation, primary screen. Q969H0. AlphaScreen FBW7–phospho-cyclin E peptide binding, activator screen. normalized activity (activation), % at 26.1 µM. 650,000 compounds, 0.13% hits. AID 1259310; in the data active = normalized activity above about 1.9%;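 note: purified mutant Fbw7 with reduced substrate affinity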
# MITF inh: human MITF inhibition, primary screen | AlphaScreen MITF homodimerization, bead proximity signal | inhibition, % at 2.6 µM | 650,000 compounds, 0.91% hits | O75030; in the data active = inhibition above about 50%;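 note: 0% = vehicle wells with protein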
# Target sequence (O75030 whole entry, looked up): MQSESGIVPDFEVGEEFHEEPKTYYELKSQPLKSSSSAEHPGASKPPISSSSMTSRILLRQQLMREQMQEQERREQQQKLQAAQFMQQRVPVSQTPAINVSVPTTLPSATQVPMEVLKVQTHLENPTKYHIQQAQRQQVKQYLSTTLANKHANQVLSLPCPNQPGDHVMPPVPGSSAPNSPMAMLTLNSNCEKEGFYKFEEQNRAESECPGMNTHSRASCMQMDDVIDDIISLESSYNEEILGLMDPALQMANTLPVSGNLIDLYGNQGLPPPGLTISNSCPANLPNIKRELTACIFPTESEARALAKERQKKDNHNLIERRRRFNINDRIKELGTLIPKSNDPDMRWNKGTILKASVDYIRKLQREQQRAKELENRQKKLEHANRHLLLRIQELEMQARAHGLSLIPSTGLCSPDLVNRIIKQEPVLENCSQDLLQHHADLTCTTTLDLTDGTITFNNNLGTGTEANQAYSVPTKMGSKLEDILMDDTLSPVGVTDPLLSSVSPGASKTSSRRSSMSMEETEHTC
# GPR151 ag: human GPR151 activation; PathHunter beta-arrestin GPR151 cells, luminescence; Q8TDV0; activation, % at 11.2 µM; 650,000 compounds, 1% hits; in the data active = activation above about 4.9%;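 note: 0% = median of compound wells and 100% = cells with positive control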
# Target sequence (Q8TDV0 whole entry, looked up): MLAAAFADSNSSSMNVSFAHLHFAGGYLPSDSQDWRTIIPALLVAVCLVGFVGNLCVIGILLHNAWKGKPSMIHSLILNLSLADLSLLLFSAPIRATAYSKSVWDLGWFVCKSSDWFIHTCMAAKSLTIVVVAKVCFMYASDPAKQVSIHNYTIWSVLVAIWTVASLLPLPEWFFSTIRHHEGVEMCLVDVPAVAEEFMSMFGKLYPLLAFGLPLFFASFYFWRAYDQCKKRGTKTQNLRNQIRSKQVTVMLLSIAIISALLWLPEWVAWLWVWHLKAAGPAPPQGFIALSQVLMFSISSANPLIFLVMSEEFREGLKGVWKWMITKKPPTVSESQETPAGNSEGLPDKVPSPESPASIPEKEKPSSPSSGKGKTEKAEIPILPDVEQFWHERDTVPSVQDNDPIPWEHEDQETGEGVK
# TEAD-YAP block: TEAD-YAP interaction inhibition. HEK-TIYL cells, TEAD-Gal4/YAP UAS-luciferase luminescence. inhibition, % at 9.12 µM. 640,000 compounds, 1.4% hits; in the data active = inhibition above about 32%;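 note: 0% = median of test compound wells and 100% = reference inhibitor wells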
# The depositor's hits bear a star; & = joins results of further samples. Outcome played no part in choosing rows. Share with any hit: about 3.5%.
SMILES,FBW7 act,MITF inh,GPR151 ag,TEAD-YAP block
CC(=O)c1ccc(COC(=O)c2cccc([N+](=O)[O-])c2)cc1,-0.4,-3,1.8,-3
CC(=O)Oc1cccc(C(=O)Nc2ccc(C)c(C)c2)c1,0.0,-6,-5.2,62*
COc1ccc(C=O)cc1OS(=O)(=O)c1ccccc1[N+](=O)[O-],0.1,9,-0.3,0
COCCN(CCOC)C(=O)COC(=O)c1ccc(Cl)cc1N,0.0,14,2.3,-10
CCOC(=O)Cc1csc(NC(=O)COc2cccc(Oc3ccccc3)c2)n1,0.0,1,0.7,-14
CCCn1cc(SCC(=O)NCC2CCCO2)c2ccccc21 (stereo not drawn),-0.1,-5,0.0,-17
COC(=O)C(Cc1ccccc1)NC(=O)C(CC(C)C)NC(=O)OC(C)(C)C (stereo not drawn),0.0,-14,0.6,2
COc1ccc(Cl)cc1N1CC(C(=O)Nc2ccc(C(=O)OC(C)C)cc2)CC1=O (stereo not drawn),0.0,2,-1.2,-3
CC(CNC(=O)c1ccccc1Cl)NC(=O)c1ccccc1Cl (stereo not drawn),-0.1,-12,-0.5,-6
CCOc1ccc(C2C(C(=O)OCCSCC)=C(C)NC3=C2C(=O)CC(c2ccc(Cl)cc2)C3)cc1OC (stereo not drawn),0.5,-16,0.3,1
COc1ccc(C2=C/C(=C/c3cccc([N+](=O)[O-])c3)C(=O)O2)cc1,-0.2,9,-0.2,3
COc1cc(OC)cc(-n2nc(C(=O)NCCCN3CCOCC3)c3ccccc3c2=O)c1,0.1,10,2.7,8
COc1cccc(C2c3[nH]c4ccccc4c3CCN2Cc2ncc[nH]2)c1 (stereo not drawn),-0.3,0,0.3,7
COC(=O)CN1C(=O)S/C(=C/c2ccc(-c3cc([N+](=O)[O-])ccc3OC)o2)C1=O,-0.1,-14,-0.7,-5
Cn1c(=O)n(CC(=O)Nc2ccc3c(c2)COC3=O)c2cccnc21,-0.2,-8,0.1,1
CCOc1ccc2nc(N3CCCC(C(=O)Nc4ccc(NC(C)=O)cc4)C3)sc2c1 (stereo not drawn),0.1,-8,0.5,-36
Cc1cc(C(=O)COC(=O)CCC(=O)c2cccs2)c(C)n1Cc1ccco1,-0.2,3,-1.0,-7
CCOC(=O)c1c(C)[nH]c(NC(=O)NNC(=O)c2ccccc2Cl)c1C,0.0,-6,-1.0,6
Cc1ccc(Nc2cc(C(=O)NCCCN3CCOCC3)c3ccccc3n2)c(C)c1,0.0,4,0.4,9
COC(=O)c1ccc(OCCCOc2ccc(C)cc2OC)cc1,0.1,11,-0.3,0
COc1ccc(OC)c(-c2cc(C(=O)N3CCc4ccccc4C3)no2)c1,0.0,9,0.1,8
COc1ccc2c(c1)C(C)=CC(C)(C)N2C(=O)Nc1ccc(Cl)cc1,0.0,16,0.4,-7
CC(=O)c1ccc(N2CCN(c3ncnc4c3c(-c3ccccc3)cn4-c3ccc(C)cc3)CC2)cc1,-0.2,10,-0.6,-12
CCCCN(C)S(=O)(=O)c1ccc2oc(C(=O)O)c(C)c2c1,-0.3,-4,0.5,2
COc1ccc(Cl)cc1N(CC(=O)Nc1ccc(C(C)C)cc1)S(=O)(=O)c1ccc(C)cc1,0.1,9,-0.6,-3
Cc1nc(NC(=O)CSc2nnc(-c3ccoc3C)n2C)sc1C,-0.1,-1,1.3,-4
O=C(O)c1cccc(-n2c(-c3ccncc3)n[nH]c2=S)c1,0.6,14,0.5,3
COc1ccc(Br)cc1/C=C1/C(=N)N2N=C(C(C)C)SC2=NC1=O,0.0,-19,0.9,2
COc1cc(/C=C2\C=C(c3ccc(Cl)cc3)OC2=O)c([N+](=O)[O-])cc1OC,0.4,6,-0.5,10
Cc1[nH]nc2c1C(c1cn[nH]c1-c1ccc(F)cc1)C(C#N)=C(N)O2 (stereo not drawn),0.5,28,0.0,0
Cc1ccc(N2C(=O)c3ccc(C(=O)OCC(=O)c4ccc(Br)cc4)cc3C2=O)cc1Cl,0.6,14,-0.5,-18
N#Cc1cc([N+](=O)[O-])ccc1NCc1ccc(Cl)cc1,0.0,-2,-1.6,-6
CCn1nnc2c(N3CCN(CC(=O)Nc4c(C)cc(C)cc4C)CC3)ncnc21,0.8,-1,-1.5,-2
O=C1CC(c2cccc(Br)c2)C2=C(CCCC2=O)N1 (stereo not drawn),0.0,6,-0.1,0
C/C(CC(=O)Nc1cccc(C(F)(F)F)c1)=N\NC(=O)c1ccc([N+](=O)[O-])cc1Cl,0.0,2,1.2,12
CCc1cccc2c(C)cc(Cl)nc12,-0.1,-10,-1.0,4
COc1ccc(CN(C)C(=O)c2cc(F)c(F)c(F)c2F)c(OC)c1,0.1,-15,-0.5,4
CC(NC(=O)C(C)(Cl)Cl)C12CC3CC(CC(C3)C1)C2 (stereo not drawn),-0.1,-6,-0.2,-5
O=C(Nc1ccccc1C(=O)O)c1cccc(S(=O)(=O)N2CCCCC2)c1,0.0,6,-0.7,3
O=C(Cc1ccccc1)Nc1ccc(OC(F)F)cc1,0.0,-2,-1.0,-58
CC(C)N1C(=O)C2C(C(=O)Nc3ccc(Br)cc3)C3C=CC2(O3)C1C(=O)NC1CCCCC1 (stereo not drawn),-0.1,-9,-1.4,-5
CC(C)N(CCO)Cc1c(C(=O)N2CCc3ccccc3C2)nc2ccc(Cl)cn12,-0.2,-8,-1.5,3
CCOc1ccc(CN2CCN(CCCn3cccn3)CC2CCO)cc1 (stereo not drawn),-0.1,1,-1.0,3
CCCN1C(=O)C2(/C(=C(\O)c3ccccc3)C(=O)C(=O)N2CCCOC)c2ccccc21 (stereo not drawn),-0.1,-5,-0.2,3
N#Cc1cc2c(nc1SCc1ccccc1Cl)CCCC2=O,0.1,2,-1.7,7
NNC(=O)CCN1CCN(C(c2ccccc2)c2ccccc2)CC1,0.2,9,-1.6,0
N#Cc1c2c(c(N3CCCC3)[nH]c1=S)CCCC2,0.0,-10,0.2,-3
COc1cccc(-c2nc(SC3CCCC3)c3c(=O)n(C)c(=O)n(C)c3n2)c1,0.2,-7,-3.1,3
CCOC(=O)c1c(-c2ccc(C)cc2)csc1NC(=O)c1cc(C)on1,0.1,-2,0.3,3
CCOc1cc(/C=C(\C#N)c2nc3ccc(C)cc3[nH]2)ccc1OCC(=O)O,0.0,10,1.9,-32
O=C(c1ccc(Br)cc1)N1CCN(S(=O)(=O)c2ccccc2)CC1,0.3,-1,0.7,-5
Cc1ccc(N2C(=O)c3n[nH]c(C)c3C2c2ccc(F)cc2)cc1 (stereo not drawn),-0.1,-22,-1.3,-27
COc1ccc(-c2nnc(SCc3ccccc3F)o2)cc1,0.1,2,0.9,-50
COc1ccccc1N1CCN(S(=O)(=O)c2cc(Cl)ccc2[N+](=O)[O-])CC1,-0.1,7,0.8,16
Cc1ccccc1-c1cc(=O)c2cc(NC(=O)c3ccncc3)ccc2o1,0.0,-7,-0.4,-12
O=C(Cc1ccccc1)Nc1ccc(NC(=O)C2CCCCC2)nc1,-0.1,-1,-0.3,-3
CC(=O)N(C1=C(N(C)C)C(=O)c2ccccc2C1=O)c1ccc(Cl)c(Cl)c1,-0.7,15,-4.0,82*
CNc1ccc([N+](=O)[O-])cc1-n1cc2c(c1-c1cccc(C)c1)c(=O)n(C)c(=O)n2C,-0.1,-11,1.0,-18
C[C@H](Cn1nnc2ccccc21)NC(=O)c1cc2ccccc2oc1=O,-0.1,-1,-0.5,-14
CCNc1nc(NCC)n2c(SCC(=O)Nc3ccc(C(C)CC)cc3)nnc2n1 (stereo not drawn),0.1,21,-1.5,7
# (continued)
SMILES,FBW7 act,MITF inh,GPR151 ag,TEAD-YAP block
COc1ccc(CC(=O)Nc2cccc(Cl)c2C)cc1,0.1,-9,0.6,2
N/C(=N\OC(=O)c1ccc(F)cc1)c1nonc1N,0.2,15,-1.5,0
c1cc(NC2CC2)nc(NCc2ccc3c(c2)OCO3)n1,0.3,13,-1.7,-2
O=c1/c(=C/c2cccc([N+](=O)[O-])c2O)sc2nc3ccccc3n12,0.6,16,2.5,-17
C=C(C)CSC1=C(C#N)C(c2ccccc2OCC)CC(=O)N1 (stereo not drawn),1.0,12,-0.1,-5
O=C(Nc1nc2c(F)cc(F)cc2s1)c1ccc(F)cc1,0.3,2,-0.3,-31
CC(C)Oc1ccc(C2(C)NC(=O)NC2=O)cc1 (stereo not drawn),-0.4&0.3,-6&1,-0.4&0.2,10&5
CCNc1cc(N2CCN(C(=O)OCC)CC2)c2noc3c2c1C(=O)c1ccccc1-3,-0.4,31,1.5,12
COc1ccc(NC(=O)c2ccccc2NC(=O)c2ccc(NC(C)=O)cc2)cc1,0.0,-4,0.1,-15
Cc1cc(C(=O)N2CCOCC2)c2ccccc2n1,-0.1,-1,-0.3,6
Cn1c2c(c(=O)[nH]c1=O)C(c1ccc(F)cc1)C1=C(N2)c2ccccc2C1=O (stereo not drawn),0.0,10,0.4,-2
O=C(NCC1Cc2cccc(-c3ccncc3)c2O1)c1ccoc1 (stereo not drawn),0.0,4,-0.7,3
CC(C)OC(=O)Nc1nnc(Cc2ccccc2)s1,-0.1,0,0.2,-30
COc1ccc(/C=N\NC(=O)C2C(=O)NCC2c2ccccc2)cc1O (stereo not drawn),0.0,-9,-0.6,-9
COc1ccc(COC(=O)n2nnc3ccc([N+](=O)[O-])cc32)cc1,0.0,4,-1.6,-8
COc1cc(/C=N/N=C2\NC(=O)C(CC(=O)O)S2)cc(Br)c1OC (stereo not drawn),-0.1,28,-1.4,-8
O=C(Nc1ccccc1C(F)(F)F)N1CCN(c2ccccn2)CC1,0.8,9,-1.0,6
CCNc1cc(NCCNC(=O)C(C)(C)C)nc(C)n1,-0.3,-7,0.7,2
CCS(=O)(=O)CCSc1nc(-c2ccc(C)cc2)cc(-c2ccccc2)c1C#N,0.1,12,1.7,5
O=C(CSc1ccc(-c2ccc(-n3ccnc3)cc2)nn1)NCCc1ccccc1,0.1,-9,0.6,-2

# Given with values under each structure: part of the list above.
# Sequence of screens – FBW7 act, MITF inh, GPR151 ag, TEAD-YAP block
CCNc1cc(N2CCN(C(=O)OCC)CC2)c2noc3c2c1C(=O)c1ccccc1-3
→ -0.4, 31, 1.5, 12
COc1ccc(NC(=O)c2ccccc2NC(=O)c2ccc(NC(C)=O)cc2)cc1
→ 0.0, -4, 0.1, -15
Cc1cc(C(=O)N2CCOCC2)c2ccccc2n1
→ -0.1, -1, -0.3, 6
Cn1c2c(c(=O)[nH]c1=O)C(c1ccc(F)cc1)C1=C(N2)c2ccccc2C1=O (stereo not drawn)
→ 0.0, 10, 0.4, -2
O=C(NCC1Cc2cccc(-c3ccncc3)c2O1)c1ccoc1 (stereo not drawn)
→ 0.0, 4, -0.7, 3

# Reprinted at random: 4 compounds from above.
SMILES,FBW7 act,MITF inh,GPR151 ag,TEAD-YAP block
c1cc(NC2CC2)nc(NCc2ccc3c(c2)OCO3)n1,0.3,13,-1.7,-2
O=C(Nc1nc2c(F)cc(F)cc2s1)c1ccc(F)cc1,0.3,2,-0.3,-31
CCS(=O)(=O)CCSc1nc(-c2ccc(C)cc2)cc(-c2ccccc2)c1C#N,0.1,12,1.7,5
COc1ccc(NC(=O)c2ccccc2NC(=O)c2ccc(NC(C)=O)cc2)cc1,0.0,-4,0.1,-15

# (list continues)
SMILES,FBW7 act,MITF inh,GPR151 ag,TEAD-YAP block
c1ccc(OCc2nnnn2-c2ccccc2)cc1,0.0,16,-0.8,6
O=c1c([N+](=O)[O-])c(NCCc2ccccc2)c2ccccc2n1-c1ccccc1,0.1,-4,1.7,0
Cn1c(N)c(C(=O)C(Cc2ccccc2)N2C(=O)c3ccccc3C2=O)c(=O)n(C)c1=O (stereo not drawn),-0.2,-4,-0.2,-9
COc1ccc(/C=N/NC(=O)CN2CCCCCCC2)cc1Br,-0.2,32,-0.7,-7
COc1ccc(CNC(=O)/C=C/c2ccc(Br)cc2)cc1,-0.1,3,-0.2,1
O=C(Nc1ccc(F)cc1F)Nn1cnnc1,0.2,20,-0.5,6
Cc1ccc(NCC(=O)N/N=C\c2cc(Cl)ccc2O)cc1,-0.1,-16,1.5,-10
O=C(CCCN1C(=O)c2ccccc2C1=O)OC1CSCC1NC(=O)c1ccccc1 (stereo not drawn),0.0,-7,-0.2,9
O=S(=O)(c1ccccc1)N(Cc1cccnc1)c1ncc(C(F)(F)F)cc1Cl,-0.1,2,1.7,3
Cc1cc(C(C)(C)C)ccc1OCC(O)CN1CCCC1 (stereo not drawn),0.1,37,0.2,12
Cc1ccc(NC(=O)c2ccc(C(F)(F)F)cc2)cc1,0.1,-2,2.2,-48
COCC(=O)N1CCC(c2nc3ccccc3[nH]2)CC1,0.1,16,-0.5,-5
CCCN(CCC)C(=O)CS(=O)Cc1nc(-c2ccc(OC)cc2)oc1C (stereo not drawn),0.0,14,-0.8,1
c1cc(Cn2ccnc2)cc(Nc2nccc(-c3cncc(N4CCOCC4)c3)n2)c1,-0.8,-5,0.7,87*
C(#Cc1ccccc1)CN1CCOCC1,-0.2,8,0.1,6
CN(CC(O)c1ccccc1)C(=O)C1CC(Cc2ccc(F)cc2)=NO1 (stereo not drawn),0.2,9,-0.4,-15
COC(=O)c1cc2c(ccc3ccccc32)oc1=O,0.2,10,-1.0,-15
COc1ccc(-c2c3c(=O)n(C)c(=O)n(C)c3cn2-c2ccccc2)cc1,0.2,25,-1.1,3
NS(=O)(=O)c1ccc(CCNC(=S)NCc2ccccc2)cc1,0.7,8,-1.3,0
O=C(Cc1cn(-c2ccc(Cl)nn2)c2ccccc12)NCCN1CCOCC1,0.0,-4,7.8*,3
